TcdB GH inh: blocks C. difficile toxin B glycohydrolase activity; P18177; TcdB glycohydrolase enzymatic assay, plate reader; inhibition, % at 9.99 µM; actives 0.24% (n = 350,000); AID 652162; in the data active = inhibition above about 10%
Target sequence (P18177 whole entry, looked up): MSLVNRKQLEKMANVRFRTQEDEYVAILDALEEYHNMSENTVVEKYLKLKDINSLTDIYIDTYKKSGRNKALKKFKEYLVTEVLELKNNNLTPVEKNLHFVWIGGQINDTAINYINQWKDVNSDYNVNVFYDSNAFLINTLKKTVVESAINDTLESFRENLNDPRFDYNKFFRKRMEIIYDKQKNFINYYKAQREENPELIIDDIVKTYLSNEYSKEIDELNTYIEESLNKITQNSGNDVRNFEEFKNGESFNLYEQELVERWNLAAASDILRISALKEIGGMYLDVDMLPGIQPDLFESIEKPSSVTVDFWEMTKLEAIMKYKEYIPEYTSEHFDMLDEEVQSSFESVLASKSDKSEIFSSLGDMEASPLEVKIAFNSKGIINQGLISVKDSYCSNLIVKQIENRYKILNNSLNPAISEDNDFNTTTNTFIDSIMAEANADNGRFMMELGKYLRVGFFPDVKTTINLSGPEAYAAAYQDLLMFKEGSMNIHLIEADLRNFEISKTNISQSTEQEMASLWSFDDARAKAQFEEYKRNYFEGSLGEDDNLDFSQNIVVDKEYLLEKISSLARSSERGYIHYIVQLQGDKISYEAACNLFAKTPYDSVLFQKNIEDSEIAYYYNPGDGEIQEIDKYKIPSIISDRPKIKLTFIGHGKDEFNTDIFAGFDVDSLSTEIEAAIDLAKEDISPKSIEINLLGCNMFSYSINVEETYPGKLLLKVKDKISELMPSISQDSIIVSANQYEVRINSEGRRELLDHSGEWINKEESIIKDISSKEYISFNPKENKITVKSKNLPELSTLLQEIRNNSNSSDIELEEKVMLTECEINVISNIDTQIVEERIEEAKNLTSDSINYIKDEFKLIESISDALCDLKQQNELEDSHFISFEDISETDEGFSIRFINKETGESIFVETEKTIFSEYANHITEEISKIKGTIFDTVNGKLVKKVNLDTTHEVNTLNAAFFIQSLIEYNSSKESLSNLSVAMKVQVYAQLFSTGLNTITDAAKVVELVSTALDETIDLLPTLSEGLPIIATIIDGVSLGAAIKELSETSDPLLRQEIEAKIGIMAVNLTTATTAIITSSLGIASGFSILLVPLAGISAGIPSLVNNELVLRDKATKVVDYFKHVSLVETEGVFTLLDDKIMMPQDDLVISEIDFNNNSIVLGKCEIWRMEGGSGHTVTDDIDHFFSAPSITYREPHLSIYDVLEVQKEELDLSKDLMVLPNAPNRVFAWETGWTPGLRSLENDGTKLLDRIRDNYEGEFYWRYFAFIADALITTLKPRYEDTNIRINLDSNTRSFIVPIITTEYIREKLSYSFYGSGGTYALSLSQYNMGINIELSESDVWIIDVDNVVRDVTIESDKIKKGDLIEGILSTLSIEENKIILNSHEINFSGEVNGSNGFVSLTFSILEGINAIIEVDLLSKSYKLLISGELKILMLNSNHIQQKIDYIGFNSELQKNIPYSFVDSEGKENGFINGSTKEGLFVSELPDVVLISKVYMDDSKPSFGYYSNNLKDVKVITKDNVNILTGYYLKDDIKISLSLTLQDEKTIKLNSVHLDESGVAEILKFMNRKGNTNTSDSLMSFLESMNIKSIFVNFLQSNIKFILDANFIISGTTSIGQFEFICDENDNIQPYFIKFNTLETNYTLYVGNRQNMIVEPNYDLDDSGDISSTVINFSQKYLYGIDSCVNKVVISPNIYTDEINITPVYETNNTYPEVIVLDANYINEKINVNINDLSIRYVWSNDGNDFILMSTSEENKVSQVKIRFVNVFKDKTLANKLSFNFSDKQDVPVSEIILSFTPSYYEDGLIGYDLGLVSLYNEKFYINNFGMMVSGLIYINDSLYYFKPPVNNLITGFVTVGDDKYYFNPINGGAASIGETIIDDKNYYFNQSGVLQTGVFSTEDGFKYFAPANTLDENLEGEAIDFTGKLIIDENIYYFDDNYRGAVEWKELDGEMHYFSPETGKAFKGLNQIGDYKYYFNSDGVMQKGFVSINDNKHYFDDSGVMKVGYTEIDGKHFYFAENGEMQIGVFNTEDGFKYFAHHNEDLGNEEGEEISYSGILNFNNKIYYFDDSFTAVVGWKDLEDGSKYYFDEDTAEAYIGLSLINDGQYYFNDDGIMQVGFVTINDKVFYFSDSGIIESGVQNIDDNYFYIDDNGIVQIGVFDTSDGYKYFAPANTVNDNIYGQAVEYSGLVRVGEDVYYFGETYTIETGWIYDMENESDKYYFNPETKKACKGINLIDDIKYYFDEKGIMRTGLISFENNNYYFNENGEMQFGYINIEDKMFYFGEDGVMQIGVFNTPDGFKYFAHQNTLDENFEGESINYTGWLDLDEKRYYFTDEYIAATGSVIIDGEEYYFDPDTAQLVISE
Active calls of the source: *; & = joins results of further samples. Not all compounds are listed, so the mix of outcomes need not match the whole.

SMILES	TcdB GH inh
O=C(C[C@@H]1C[C@H]2c3cc(NC(=O)C4CCC4)ccc3O[C@H]2[C@H](CO)O1)NCCN1CCCCC1	-0.1
COc1cccc(-c2ccc3n(c2=O)C[C@@H]2[C@@H](CO)[C@H](C(=O)NC4CCC4)N[C@H]32)c1	-6.8
Cc1noc(C)c1NC(=O)N(C)C[C@H]1Oc2ccc(NC(=O)CCCCCC(=O)Nc3ccccc3N)cc2C(=O)N([C@H](C)CO)C[C@H]1C	-0.3
C[C@@H]1CCCCO[C@@H](CN(C)CC2CC2)[C@@H](C)CN([C@H](C)CO)C(=O)c2cc(NC(=O)CCCCCC(=O)Nc3ccccc3N)ccc2O1	-1.1
C[C@H]1CCCCO[C@@H](CN(C)S(=O)(=O)c2ccccc2)[C@@H](C)CN([C@@H](C)CO)C(=O)c2cc(NC(=O)Nc3ccc(C(F)(F)F)cc3)ccc2O1	-0.2
C[C@H](CO)N1C[C@H](C)[C@H](CN(C)Cc2ccc(C(=O)Nc3ccccc3N)cc2)Oc2c(NS(=O)(=O)c3ccccc3)cccc2C1=O	-0.4
Cc1noc(C)c1S(=O)(=O)Nc1ccc2c(c1)CC(=O)N([C@@H](C)CO)C[C@@H](C)[C@@H](CN(C)Cc1ccc(C(F)(F)F)cc1)O2	0.3
COc1cccc(C#Cc2ccc([C@@H]3[C@@H](CO)N(C(=O)C4CCCCC4)[C@H]3C#N)cc2)c1	-0.1
COc1cccc(-c2cnc3c(c2)C(=O)N([C@H](C)CO)C[C@H](C)[C@H](CN(C)Cc2ccncc2)O3)c1	-0.2&0.8
Cc1ccc(S(=O)(=O)N(C)C[C@@H]2Oc3c(NS(=O)(=O)c4ccc(Cl)cc4)cccc3C(=O)N([C@@H](C)CO)C[C@H]2C)cc1	-0.1
CCC(=O)N1[C@H](CO)[C@H](c2ccc(C3=CCCC3)cc2)[C@H]1CNC1CCCC1	-1.0
CN1CCCCN2[C@H](C1)[C@@H](c1ccc(-c3ccc(F)cc3)cc1)[C@@H]2CO	1.7
CN(C)C(=O)c1ccc(-c2ccc([C@H]3[C@@H](C#N)N(C(=O)C4CCCC4)[C@H]3CO)cc2)cc1	-3.2
CC(C)NC(=O)N1CCCCN2[C@H](C1)[C@@H](c1ccc(Br)cc1)[C@@H]2CO	0.8
O=C(C[C@@H]1C[C@@H]2c3cc(NC(=O)CC4CC4)ccc3O[C@@H]2[C@H](CO)O1)NCc1ccc(Cl)cc1	0.5
COCC(=O)N1[C@@H](CO)[C@H](c2ccccc2)[C@@H]1CNC(=O)c1ccccn1	-0.2
O=C(C[C@H]1C=C[C@H](NC(=O)C2CCOCC2)[C@H](CO)O1)Nc1ccc(-c2ccccc2)cc1	-0.8
CO[C@@H]1CN(C)C(=O)c2cc(NC(=O)c3cccc(F)c3)ccc2OC[C@H](C)N(C)C[C@H]1C	0.5
CCN1[C@@H]2c3ccc(-c4ccc(F)cc4)c(=O)n3C[C@@H]2[C@@H](CO)[C@@H]1C(=O)OC	0.4
O=C(C[C@H]1C[C@@H]2c3cc(NC(=O)C4CCOCC4)ccc3O[C@@H]2[C@H](CO)O1)NC1CCCC1	4.0
C[C@@H]1CN([C@H](C)CO)C(=O)Cc2cc(NC(=O)Cn3cnnn3)ccc2O[C@@H]1CN(C)Cc1ccc(C(=O)O)cc1	-0.8
O=C(NC1CCCCC1)N[C@@H]1CC[C@@H](CCNS(=O)(=O)c2ccc(F)cc2)O[C@@H]1CO	-3.2
COc1ccc(CN(C)C[C@H]2OCCCC[C@H](C)Oc3ccc(NS(=O)(=O)c4ccccc4)cc3C(=O)N([C@@H](C)CO)C[C@H]2C)cc1	-0.8
CCC(=O)N(C)C[C@H]1Oc2cc(-c3ccc(OC)cc3)ccc2S(=O)(=O)N([C@H](C)CO)C[C@@H]1C	3.8
CC(C)CC#Cc1ccc([C@@H]2[C@@H](CO)N3C(=O)CN(S(=O)(=O)c4ccccc4)C[C@H]23)cc1	0.7
SMILES	TcdB GH inh
C[C@@H]1CN([C@H](C)CO)C(=O)c2cccc(NC(=O)C3CC3)c2O[C@H]1CN(C)CC1CC1	-4.5
COc1ccc(CN(C)C[C@H]2OCCCC[C@H](C)Oc3ccc(NC(=O)Nc4c(C)noc4C)cc3C(=O)N([C@@H](C)CO)C[C@@H]2C)cc1	-0.6
CS(=O)(=O)Nc1ccc2c(c1)[C@H]1C[C@H](CC(=O)NCc3cc(F)ccc3F)O[C@H](CO)[C@H]1O2	0.8
COc1ccc(S(=O)(=O)N(C)C[C@@H]2Oc3c(NS(=O)(=O)c4ccccc4)cccc3C(=O)N([C@@H](C)CO)C[C@@H]2C)cc1	0.8
CCNC(=O)[C@H]1[C@H](CO)[C@H]2Cn3c(ccc(-c4ccccc4F)c3=O)[C@H]2N1CC1CC1	0.3
COc1ccc(NC(=O)Nc2ccc3c(c2)CC(=O)N([C@@H](C)CO)C[C@H](C)[C@@H](CN(C)S(=O)(=O)c2ccc(OC)cc2)O3)cc1	-0.6
Cc1noc(C)c1NC(=O)N(C)C[C@H]1Oc2ccc(N(C)C)cc2C(=O)N([C@H](C)CO)C[C@H]1C	-5.0
C[C@H](CO)N1C[C@H](C)[C@@H](CN(C)C(=O)NC2CCCCC2)OCCCC[C@H](C)Oc2ccc(NS(=O)(=O)c3cn(C)cn3)cc2C1=O	1.1
COc1cccc(CN(C)C[C@H]2OCc3ccccc3-c3ccccc3C(=O)N([C@@H](C)CO)C[C@H]2C)c1	0.1
COc1ccc(S(=O)(=O)N(C)C[C@H]2Oc3ccc(NC(=O)Nc4c(C)noc4C)cc3CC(=O)N([C@H](C)CO)C[C@@H]2C)cc1	-0.5
CCCC#Cc1ccc([C@H]2[C@H](CO)N3CCCCN(S(=O)(=O)c4ccccc4C)C[C@@H]23)cc1	0.5
C[C@@H]1CN([C@@H](C)CO)C(=O)c2c(c3ccccc3n2C)-c2ccccc2CO[C@H]1CN(C)S(=O)(=O)c1ccccc1F	0.1
O=S(=O)(c1ccc(F)cc1)N1CCCCN2[C@H](C1)[C@H](c1ccc(C#CC3CCCC3)cc1)[C@@H]2CO	-0.8
Cc1ccccc1-c1ccc2c(c1)O[C@H](CN(C)C)[C@H](C)CN([C@H](C)CO)S2(=O)=O	0.1
COc1ccc(S(=O)(=O)N(C)C[C@H]2OCCCC[C@@H](C)Oc3ccc(NC(=O)NC4CCCCC4)cc3C(=O)N([C@H](C)CO)C[C@@H]2C)cc1	-0.8
COc1ccc(NC(=O)N(C)C[C@@H]2Oc3cc(C#CCN(C)C)ccc3S(=O)(=O)N([C@@H](C)CO)C[C@H]2C)cc1	0.9
Cc1ccc(S(=O)(=O)N2C[C@@H](O)COC[C@@H]3O[C@H](CC(=O)N[C@H]4CCN(Cc5ccccc5)C4)CC[C@H]32)cc1	0.4
COc1ccc(-c2cnc3c(c2)C(=O)N([C@H](C)CO)C[C@@H](C)[C@H](CN(C)Cc2ccccn2)O3)cc1	2.1
C[C@H](CO)N1C[C@H](C)[C@H](CN(C)C(=O)Nc2cccc3ccccc23)Oc2ccc(NC(=O)C3CCCCC3)cc2C1=O	-0.8
C[C@@H]1CCCCO[C@H](CN(C)C(=O)Nc2ccc(F)cc2)[C@H](C)CN([C@@H](C)CO)C(=O)c2cc(NC(=O)Cc3ccccc3)ccc2O1	-0.4
COc1cccc(-c2ccc([C@@H]3[C@@H](CO)N4CCCCN(S(=O)(=O)c5cccs5)C[C@@H]34)cc2)c1	-0.5
C[C@H](CO)N1C[C@H](C)[C@H](CN(C)C(=O)c2cc(Cl)cc(Cl)c2)OCc2ccccc2-c2ccccc2C1=O	-8.3
OC[C@@H]1[C@H](c2ccc(-c3cccnc3)cc2)[C@H]2CN(Cc3ccccn3)CCCCN12	-1.1
O=C(Cc1ccccn1)NCC[C@H]1CC[C@H](NS(=O)(=O)c2ccc(Cl)cc2)[C@H](CO)O1	0.6
CO[C@H]1CN(C)C(=O)c2cc(NC(=O)C3CCC3)ccc2OC[C@@H](C)N(C(=O)CN(C)C)C[C@H]1C	0.0
SMILES	TcdB GH inh
C[C@H]1CCCCO[C@@H](CN(C)C(=O)CCCN(C)C)[C@@H](C)CN([C@@H](C)CO)C(=O)c2cc(NC(=O)CCC(F)(F)F)ccc2O1	-0.3
C[C@@H]1CN([C@H](C)CO)C(=O)c2cc(/C=C/c3ccccc3)cnc2O[C@@H]1CN(C)S(=O)(=O)c1ccccc1	0.4
C[C@H]1CN([C@@H](C)CO)C(=O)c2cccc(NS(=O)(=O)c3ccc(F)cc3)c2O[C@H]1CN(C)C(=O)Nc1ccc(C(F)(F)F)cc1	-1.4
C[C@@H]1CN([C@@H](C)CO)C(=O)c2cc(C#Cc3ccccc3F)cnc2O[C@H]1CN(C)C(=O)C1CCOCC1	1.4
CCCN1[C@H](C(=O)OC)[C@@H](CO)[C@@H]2Cn3c(ccc(-c4cccc(C(=O)N(C)C)c4)c3=O)[C@@H]21	0.0
CO[C@@H](CN(C)S(=O)(=O)c1ccc(Cl)cc1)[C@H](C)CN(Cc1ccccc1Cl)[C@H](C)CO	-0.6
C[C@H]1CN([C@@H](C)CO)C(=O)c2ccccc2-c2ccccc2CO[C@H]1CN(C)Cc1cccc2c1OCCCO2	-1.7
CCNC(=O)C[C@H]1CC[C@H]2[C@H](COc3ccc(NS(C)(=O)=O)cc3C(=O)N2C)O1	-2.2
C[C@@H]1CN([C@@H](C)CO)C(=O)c2cc(-c3cccnc3)cnc2O[C@@H]1CN(C)C(=O)NC1CCCC1	-0.6
O=C(C[C@@H]1CC[C@H](NC(=O)Nc2ccc3c(c2)OCO3)[C@@H](CO)O1)NCCCN1CCOCC1	-0.9
Cc1noc(C)c1S(=O)(=O)Nc1ccc2c(c1)C(=O)N([C@@H](C)CO)C[C@H](C)[C@@H](CN(C)Cc1ccc(Cl)c(Cl)c1)OCCCC[C@H](C)O2	0.3
CN(C)C(=O)c1cccc(-c2ccc([C@@H]3[C@@H](CO)N(C(=O)C4CCCCC4)[C@H]3C#N)cc2)c1	-0.6
COCC(=O)Nc1ccc2c(c1)C(=O)N(C)[C@H]1CC[C@H](CC(=O)NCC(F)(F)F)O[C@@H]1CO2	-0.2
O=C(C[C@@H]1C=C[C@@H](NC(=O)c2cccc(F)c2)[C@@H](CO)O1)NCc1ccc(Oc2ccccc2)cc1	0.2
C[C@@H]1CN([C@H](C)CO)C(=O)c2cc(NC(=O)Nc3cccc4ccccc34)ccc2O[C@H]1CN(C)Cc1ccc(C(=O)Nc2ccccc2N)cc1	-0.4
C[C@@H]1CCCCO[C@@H](CN(C)C(=O)Nc2ccc(F)cc2)[C@H](C)CN([C@@H](C)CO)C(=O)c2cc(NC(=O)c3ccccc3)ccc2O1	-0.7
COc1ccc(S(=O)(=O)N(C)C[C@@H]2OCCCC[C@H](C)Oc3ccc(NC(=O)Nc4c(C)noc4C)cc3C(=O)N([C@@H](C)CO)C[C@H]2C)cc1	0.4
C[C@@H]1CN([C@H](C)CO)C(=O)c2cc(NC(=O)C3CCCCC3)ccc2O[C@@H](C)CCCCO[C@@H]1CN(C)S(=O)(=O)c1ccc(Cl)cc1	0.7
CO[C@@H]1CN(C)C(=O)c2cc(NC(=O)C3CCC3)ccc2OC[C@@H](C)N(C(=O)Nc2ccc(C(F)(F)F)cc2)C[C@H]1C	0.6
Cc1ccc(S(=O)(=O)Nc2ccc3c(c2)CC(=O)N([C@H](C)CO)C[C@H](C)[C@@H](CN(C)C(=O)NC2CCCCC2)O3)cc1	0.5
COc1ccc2c3c(n(C)c2c1)[C@H](CO)N(C)CC31CCN(S(=O)(=O)c2cccs2)CC1	0.5
N#C[C@@H]1[C@@H](c2ccc(C#Cc3ccccc3F)cc2)[C@H](CO)N1C(=O)C1CCCCC1	-0.2
COc1ccc(NC(=O)Nc2ccc3c(c2)CC(=O)N([C@H](C)CO)C[C@H](C)[C@H](CN(C)S(=O)(=O)c2ccc(F)cc2)O3)cc1	-0.2
CN1C(=O)c2cc(NC(=O)C3CCOCC3)ccc2OC[C@@H]2O[C@@H](CC(=O)O)CC[C@H]21	-0.8
CNC[C@H]1Oc2ccc(NS(=O)(=O)c3cccs3)cc2CC(=O)N([C@H](C)CO)C[C@@H]1C	-2.9
O=C(NCCc1ccncc1)[C@H]1[C@H](CO)[C@H]2Cn3c(ccc(-c4ccccc4)c3=O)[C@H]2N1C(=O)C1CC1	-0.8
Cc1noc(C)c1NC(=O)NCC[C@H]1CC[C@@H](NC(=O)Nc2cccc(F)c2)[C@H](CO)O1	0.2
CN(C)CC(=O)Nc1ccc2c(c1)[C@H]1C[C@H](CC(=O)NCc3ccccn3)O[C@@H](CO)[C@H]1O2	-0.9

High-throughput results: PubChem BioAssay, Broad Institute
